High-throughput results as filed in PubChem.
CHO-K1 Ca antag = counter-screen for M1 antagonists: effect in parental CHO-K1 cells; ATP-induced calcium, Fluo-8 fluorescence; inhibition, % at 3 µM; hit rate 0.6% among 360,000;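 active means inhibition above a per-plate cutoff, the plate's mean sample inhibition plus 3 SD, cut at about 24% in these data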;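 further: 0% = DMSO plus EC80 ATP and 100% = DMSO alone without ATP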
TAAR1 antagonist = human TAAR1 antagonists, primary screen, Fluo-8 calcium fluorescence, CHO RD-HGA16 cells; Trace amine-associated receptor 1 (Homo sapiens), Q96RJ0; antagonist; inhibition, % at 3 µM; hit rate 1.5% among 360,000; AID 624466, 2012;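 active means inhibition above a per-plate cutoff, the mean inhibition of test compounds on that plate plus 3 SD, cut at about 49% in these data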;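 further: 0% = DMSO plus EC80 beta-PEA response and 100% = DMSO alone without agonist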
Target sequence (Q96RJ0 whole entry, looked up): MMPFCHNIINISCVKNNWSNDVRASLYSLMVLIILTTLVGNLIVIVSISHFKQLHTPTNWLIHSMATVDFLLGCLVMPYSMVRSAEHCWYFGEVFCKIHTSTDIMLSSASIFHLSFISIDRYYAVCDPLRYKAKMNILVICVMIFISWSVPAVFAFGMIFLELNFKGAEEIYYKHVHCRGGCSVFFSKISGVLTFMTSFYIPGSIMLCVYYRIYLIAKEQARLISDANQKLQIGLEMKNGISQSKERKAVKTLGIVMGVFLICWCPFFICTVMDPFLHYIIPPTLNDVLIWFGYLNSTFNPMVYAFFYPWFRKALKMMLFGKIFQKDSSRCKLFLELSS
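Assay system: RD-HGA16 CHO cells with stable hTAAR1 and Gα16 / Reagent: EC80 β-phenethylamine stimulus / Doses: 3 µM, single point / Timing: dye loading 75 min at 37 °C, then 30 min room temperature / Measured by: Fluo-8 intracellular calcium dye fluorescence, real-time kinetic reads / Controls: vehicle wells and EC80 agonist wells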
OXTR potentiate = human OXTR potentiators, primary screen, fluorescence, CHO-OTR cells, Fluo-8 calcium; hit rate 0.061% among 320,000; activation, % at 3 µM; Oxytocin receptor (Homo sapiens), P30559; Fluo-8 calcium fluorescence, potentiator mode; 0% = oxytocin EC15, 100% = EC100; AID 2445, 2010;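 active means activation above that plate's cutoff, the mean activation of tested compounds plus 3 SD, cut at about 6.6% in these data, passing the limit was not always enough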;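 further: 100% uses oxytocin at 75 nM as the full agonist control; some results filed as inactive read as strong as hits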
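Assay system: CHO-OTR cells, human receptor / Also added: oxytocin at about EC15, sub-maximal agonist stimulus / Dosing: single dose, 3.0 µM nominal final compound concentration / Incubation: 6 min pre-incubation, 100 s read / Technique: Fluo-8 calcium dye fluorescence / Read-out: % activation vs EC15 and EC100 oxytocin / Benchmarks: EC15 oxytocin low, 75 nM oxytocin high / Replicates: singlicate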
TAAR1 ag = human TAAR1 agonists, primary screen, Fluo-8 calcium fluorescence, CHO RD-HGA16 cells | Trace amine-associated receptor 1 (Homo sapiens), Q96RJ0 | vehicle wells 0%, saturating PEA agonist 100% | activation, % at 3 µM | hit rate 0.99% among 360,000;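 active means activation above the mean activation of all test compounds in the run plus 3 SD, cut at about 38% in these data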
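test system = CHO RD-HGA16 cells carrying human TAAR1 plus Gα16 | schedule = 17-24 h seeding, 75 min 37 °C dye, 30 min RT | compound dosing = 3 µM single concentration | control set = DMSO and PEA EC100 | replicates = n 1 | signal = Fluo-8 fluorescence, 5 s baseline then 140 s kinetic read | measure = percent activation vs PEA EC100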
V1R ag counter = agonists of human V1a receptor, primary screen, counter-screen for OXTR agonist project, fluorescence, CHO-V1R cells; Vasopressin V1a receptor (Homo sapiens), P37288; Fluo-8 calcium fluorescence, agonist mode; 0% DMSO, 100% 3 nM vasopressin; activation, % at 3 µM; hit rate 0.25% among 320,000;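 active means activation above the mean activation of all tested compounds plus 3 SD, per screening run, cut at about 20% in these data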;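 further: signal is peak over basal fluorescence ratio across a 100 second FLIPR read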
CHO parental Ca = ATP-evoked calcium signal inhibitors, parental CHO, primary screen, counter-screen for OX1R antagonist project, cell-based, fluorescence, Fluo-8 calcium dye. parental CHO-K1, ATP-induced calcium, Fluo-8 fluorescence. inhibition, % at 5.6 µM. hit rate 0.63% among 330,000. AID 463079, 2010;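 active means inhibition above that plate's mean sample inhibition plus 3 SD, cut at about 26% in these data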;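 further: 0% = ATP-challenged DMSO wells and 100% = DMSO wells without ATP; some compounds past the cut are filed as inactive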
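test system = CHO parental line | reagent = ATP stimulus | measured by = intracellular calcium via Fluo-8 no-wash fluorescent dye | control set = ATP and no-ATP DMSO wells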
M1 ag parental = counter-screen for M1 agonists: effect in parental CHO-K1 cells; Fluo-8 calcium fluorescence; scaled to maximal ATP response, vehicle zero; activation, % at 3 µM; hit rate 0.48% among 360,000; AID 602248, 2012; in the data active means activation above about 15%;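 further: untransfected CHO-K1 host cells lacking M1 receptor as counterscreen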
M1 ag = human M1 muscarinic receptor agonists, primary screen, Fluo-8 calcium fluorescence, CHO-K1 cells, HTS. Muscarinic acetylcholine receptor M1 (Homo sapiens), P11229. CHO-K1 hM1, agonist mode; 0% DMSO, 100% acetylcholine EC100. activation, % at 3 µM. hit rate 0.33% among 360,000. AID 588814, 2011;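 active means activation above the run's mean compound activation plus 3 SD, cut at about 16% in these data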;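 further: peak over basal fluorescence ratio within a 140 s kinetic read after compound addition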
Target sequence (P11229 whole entry, looked up): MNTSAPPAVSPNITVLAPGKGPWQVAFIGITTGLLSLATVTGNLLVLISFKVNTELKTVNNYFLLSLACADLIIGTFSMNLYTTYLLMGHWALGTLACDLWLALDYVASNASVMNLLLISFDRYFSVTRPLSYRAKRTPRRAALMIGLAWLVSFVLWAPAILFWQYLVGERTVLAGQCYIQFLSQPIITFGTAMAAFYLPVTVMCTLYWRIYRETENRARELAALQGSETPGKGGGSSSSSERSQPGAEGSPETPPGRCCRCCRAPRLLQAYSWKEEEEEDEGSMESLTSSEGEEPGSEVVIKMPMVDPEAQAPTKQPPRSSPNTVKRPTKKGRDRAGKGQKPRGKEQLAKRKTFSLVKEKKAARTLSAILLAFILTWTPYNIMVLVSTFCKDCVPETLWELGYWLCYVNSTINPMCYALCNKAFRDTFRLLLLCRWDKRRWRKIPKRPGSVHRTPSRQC
CHO-K1 Ca PAM = nonselective calcium activators in parental CHO-K1 cells, primary screen, counter-screen for M1 PAM project, cell-based, Fluo-8 calcium fluorescence, full deck, 1536-well; ATP EC20; 0% at ATP EC20, 100% at ATP max; activation, % at 3 µM; hit rate 0.02% among 360,000;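 active means activation above the run cutoff, the mean activation of all test compounds plus 3 SD, cut at about 40% in these data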;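 further: peak over basal fluorescence ratio in a 140 s read after ATP addition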
Numbers without * were called inactive; x = not tested or not shown.

Order of results – CHO-K1 Ca antag | TAAR1 antagonist | OXTR potentiate | TAAR1 ag | V1R ag counter | CHO parental Ca | M1 ag parental | M1 ag | CHO-K1 Ca PAM
O=c1[nH]c(=O)c2cn[nH]c2[nH]1
→ 6 | -11 | 2 | 0 | 0.2 | -4 | -0.1 | 0 | 0
Cc1ccc(NC(=O)CCSc2ccccc2)c(C)c1
→ -11 | x | 3 | x | -2.4 | 2 | -0.5 | -7 | 12
O=C(O)/C(=C\c1ccc(Cl)c([N+](=O)[O-])c1)c1ccc(S(=O)(=O)N2CCCCC2)s1
→ -10 | -4 | -10 | 0 | -0.3 | -11 | 0.1 | -3 | 0
Cc1ccc(S(=O)(=O)N/N=C/c2cc([N+](=O)[O-])ccc2O)cc1[N+](=O)[O-]
→ 1 | 9 | -1 | 1 | 2.5 | -11 | 5.6 | -5 | 19
O=c1c(Cl)c(N2CCN(S(=O)(=O)c3ccc(F)cc3)CC2)cnn1-c1cccc(Cl)c1
→ -4 | -4 | -20 | 3 | 2.3 | 5 | 0.5 | -2 | 9
CC1(C)C2CCC13CS(=O)(=O)N[C@@H]3C2 (some centres undefined)
→ -4 | -13 | -1 | 7 | 0.8 | -9 | 0.2 | -2 | 5
CCOC(=O)C1=C(C)NC(=S)NC1c1ccc(-c2cccc(Cl)c2C)o1 (centres undefined)
→ -9 | 7 | -5 | 19 | 0.2 | -23 | 1.2 | -1 | 6
O=C(CNS(=O)(=O)c1ccc(F)cc1)Nc1ccccc1
→ 3 | -7 | -5 | 2 | 0.4 | -13 | 0.0 | 1 | 14
CCC(C)c1ccccc1OCCOCCN1CCCC1 (centres undefined)
→ -12 | -3 | -8 | 3 | 1.6 | -10 | 3.0 | -8 | 24
COc1ccc(-n2cc(CNCCc3ncc(C)[nH]3)c(-c3ccccc3Cl)n2)cc1
→ -17 | 5 | -8 | 2 | 2.7 | -24 | -0.5 | -9 | 9

Random excerpt: 3 records from the list, in no set order.
Order of results – CHO-K1 Ca antag | TAAR1 antagonist | OXTR potentiate | TAAR1 ag | V1R ag counter | CHO parental Ca | M1 ag parental | M1 ag | CHO-K1 Ca PAM
CC1(C)C2CCC13CS(=O)(=O)N[C@@H]3C2 (some centres undefined)
→ -4 | -13 | -1 | 7 | 0.8 | -9 | 0.2 | -2 | 5
O=c1c(Cl)c(N2CCN(S(=O)(=O)c3ccc(F)cc3)CC2)cnn1-c1cccc(Cl)c1
→ -4 | -4 | -20 | 3 | 2.3 | 5 | 0.5 | -2 | 9
O=C(CNS(=O)(=O)c1ccc(F)cc1)Nc1ccccc1
→ 3 | -7 | -5 | 2 | 0.4 | -13 | 0.0 | 1 | 14

New compounds follow
Order of results – CHO-K1 Ca antag | TAAR1 antagonist | OXTR potentiate | TAAR1 ag | V1R ag counter | CHO parental Ca | M1 ag parental | M1 ag | CHO-K1 Ca PAM
Cc1ccc(OCCOc2cccc(/C=N/NC(N)=O)c2)cc1
→ -11 | -10 | -12 | 0 | 0.3 | -2 | 0.6 | -4 | -9
N#C/C(=C\c1c(Oc2ccc(Cl)cc2)nc2ccccn2c1=O)C(=O)NC1CCS(=O)(=O)C1 (centres undefined)
→ 0 | 11 | -3 | 0 | 1.9 | -3 | -0.1 | -2 | 1
O=C1CN(C(=O)COc2c(F)c(F)cc(F)c2F)c2ccccc2N1
→ -6 | 5 | 3 | 0 | 0.7 | -4 | 0.9 | -3 | 8
Fc1ccccc1/C=N/Nc1nc(N2CCCCC2)nc(N2CCCCC2)n1
→ -8 | 4 | -7 | 7 | -0.7 | -10 | -0.8 | -3 | -4
CCC(C(=O)NCC1CCCO1)N(C(=O)c1snc(C(N)=O)c1N)c1ccc(Cl)cc1 (centres undefined)
→ -12 | -9 | -11 | 3 | 0.0 | -27 | 2.0 | -6 | 13
COc1ccc(CCNC(=O)CSc2ccccn2)cc1OC
→ -13 | -7 | -4 | 8 | -0.4 | -1 | 1.2 | -2 | 3
Cc1c(Cc2ccccc2)c(=O)n2c([nH]c3ccccc32)c1C#N
→ 6 | 14 | -8 | 8 | 12 | 6 | 11 | 3 | -3
Cc1ccc(N(CC(=O)NC(C)(C)C)C(=O)CCC(=O)Nc2ccccn2)c(C)c1
→ -13 | 11 | x | 2 | x | x | 0.7 | -3 | 10
O=C(Cc1ccccc1F)Nc1ccc(Cl)nc1
→ -1 | 19 | -5 | 2 | -0.2 | -1 | 0.7 | -4 | 14
O=C1CCc2nc3ccccc3c(=O)n2N1
→ -2 | x | -8 | x | 0.0 | -8 | -0.2 | -2 | 2
Cc1cccc(-c2ocnc2C(=O)Nc2ccccc2C(=O)N2CCCC2)c1
→ -5 | 22 | -8 | 2 | -1.1 | -21 | 2.0 | -3 | 23
CCc1cc2c(N[C@@H](Cc3ccccc3)C(=O)O)ncnc2s1
→ -9 | -11 | -8 | 6 | 0.9 | -11 | 1.2 | -1 | 15
CCOC(=O)C1=C(COC(=O)c2cccs2)NC(=O)NC1C (centres undefined)
→ 0 | -2 | -1 | 5 | -0.7 | 1 | 0.6 | -3 | -11
Cc1ccc(/C=N/c2sc3c(c2C#N)CCC3)s1
→ -22 | -2 | -11 | 8 | 0.8 | -5 | 3.4 | -4 | 21
O=C(Nc1ccccc1N1CCCC1)c1ccco1
→ -6 | -1 | -7 | 7 | -0.2 | -16 | 0.6 | 0 | 17
Clc1ccc(Cn2ccc(-c3ccc4c(c3)OCO4)n2)cc1Cl
→ -6 | -7 | -15 | 5 | 3.6 | -15 | 1.4 | -6 | 20
Cc1ccc(/C=C/C(=O)NCc2ccco2)o1
→ x | 7 | 0 | 1 | 0.5 | -14 | x | x | x
O=C(Cn1cnc2ccccc2c1=O)c1ccccc1
→ 3 | -6 | 1 | 12 | -0.6 | -15 | 0.4 | -2 | 12
COCCCn1c(N)c(-c2nc3ccccc3n2C)c2nc3ccccc3nc21
→ 7 | 49* | -11 | 23 | 9.1 | -12 | 9.7 | 4 | 7
Cc1cc(C)cc(C(=O)NCC(=O)OCC(=O)N2CCCC2)c1
→ 6 | -4 | x | 0 | x | x | -0.1 | -2 | -5
O=C(CCC(=O)Nc1cccnc1)Nc1cccnc1
→ -16 | -10 | -9 | 1 | 0.9 | 3 | 2.9 | -3 | 3
CCOC(=O)c1c(C)[nH]c(C)c1S(=O)(=O)N1CCC(c2ccccc2)C1 (centres undefined)
→ -11 | -15 | -2 | 4 | 0.0 | -18 | 2.2 | -3 | 22
CCOc1ccc(C(=O)OCC(=O)N2CCOCC2)cc1OCC
→ 3 | -6 | -3 | 2 | -0.4 | -1 | 1.0 | -3 | -6
O=C(NCc1ccccc1CN1CCCC1)C1CCN(C(=O)c2ccc(Cl)cc2)CC1
→ -1 | -11 | x | 1 | x | x | -0.1 | -10 | -3
Cc1ccc(-n2c(C)n[nH]c2=S)cc1
→ -1 | -15 | 1 | 0 | 0.1 | -3 | 1.2 | -6 | 30
CCN(CC)c1ccc(/C=N/NC(=O)Cc2cccs2)cc1
→ -6 | 8 | -8 | -2 | -0.7 | -11 | 0.7 | -7 | 23
CCSc1nnc(-c2ccccc2SC)o1
→ -15 | 5 | 2 | 6 | -0.5 | -16 | 0.0 | -9 | 25
COc1ccc(CCC(=O)N2CCN(c3cccc(C)c3C)CC2)cc1
→ -15 | -16 | -11 | 1 | -0.6 | -22 | -0.5 | -3 | 8
O=C(O)Cc1sc(=O)[nH]c1O
→ -12 | -18 | x | 1 | x | x | 1.3 | 1 | 11
Cc1cc2occ(CC(=O)Nc3nnc(C4CC4)s3)c2cc1C
→ 0 | 0 | -5 | 4 | 0.2 | -9 | 0.1 | 1 | -5
Cc1cc(NC(=O)CSc2nnc3c(C)cc4cc(C)c(C)cc4n23)no1
→ -23 | -4 | 1 | 10 | 0.3 | -5 | 0.9 | -6 | 19
O=[N+]([O-])c1ccc(NN=Cc2ccccc2)nc1
→ -17 | 28 | x | 5 | x | x | 0.7 | -5 | 22
Nc1ccc2oc3ncccc3c(=O)c2c1
→ -11 | -4 | -3 | 3 | 0.8 | 5 | 0.4 | -5 | 27
CCOc1ccc2nc(SCC)[nH]c2c1
→ -18 | 15 | -9 | -1 | -1.2 | 4 | 0.9 | -3 | 18
COc1ccc(NC(=O)CSc2nc(N)c(NC(=O)c3ccccc3F)c(=O)[nH]2)cc1
→ 5 | -20 | -4 | 5 | -0.2 | 0 | 0.1 | -1 | -2
COCCNC(=O)C1(C)CCCN(CCSc2ccccc2)C1 (centres undefined)
→ 2 | -9 | x | 1 | x | x | 0.1 | -6 | 2
COc1ccc(Nc2nnc(SCC(=O)/C=C3/N(C)c4ccccc4C3(C)C)s2)cc1
→ 4 | 8 | -8 | -3 | -0.8 | -16 | 2.8 | -7 | 2
COc1cc(S(=O)(=O)N2CCOCC2)cc(C(=O)OCC(=O)NCc2ccco2)c1OC
→ -14 | 4 | 1 | -2 | 0.3 | -1 | 0.4 | -2 | 11
C#CCOCCOCCOCCNc1nc(N2CCOCC2)nc(N2CCN(C(=O)[C@H](CCCCN)n3cc(CN)nn3)CC2)n1
→ -13 | 18 | 0 | 4 | 1.4 | -7 | 0.2 | -3 | 18
O=C1NN(c2ccccc2)C(=O)/C1=C\c1coc2ccc(O)cc2c1=O
→ 12 | -43 | -10 | -2 | 1.2 | 3 | -0.3 | 2 | -21
Cc1ccc(-n2nnnc2SCCNS(=O)(=O)c2ccccc2)cc1C
→ -14 | 13 | -10 | 1 | 2.6 | -27 | 6.3 | -7 | 6
COC(=O)c1ccc(Cl)c(NC(=O)CN(c2ccc(OC)c(OC)c2)S(C)(=O)=O)c1
→ -9 | 4 | 0 | 1 | 0.6 | -5 | 9.1 | -5 | 26
Cc1ccccc1NC(=S)NNC(=O)c1ccncc1
→ 12 | 19 | -3 | -1 | 0.7 | 5 | -0.1 | -3 | -7
O=C(O)CC1(CC(=O)Nc2ccc(Oc3cccc(C(F)(F)F)c3)nc2)CCCC1
→ 22 | 3 | -2 | 2 | 1.0 | 0 | 1.7 | 1 | -20
CCOC(=O)c1ccc(NC(=O)c2nccnc2C(=O)O)cc1
→ 5 | -4 | -5 | 1 | -0.4 | -5 | 0.2 | 1 | -10
